Source: PubChem BioAssay (National Center for Advancing Translational Sciences (NCATS))
USP2a inh = USP2a (human) protease inhibition. USP2 core, Ub-CHOP2 coupled fluorogenic reporter, 485/531. Potency, µM (doses to about 38.3 µM), without a hit: at the highest dose activity change, negative = inhibition, actives largely listed as inhibitors. 0.01% of 330,000 active. AID 463254;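 note: potency is the fitted concentration of half-maximal effect; plate controls were DMSO wells for no effect and full inhibition by NEM control for full effect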
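USP2 core (10nM final) preincubated 30min RT with compound in 20mM Tris-HCl pH 8.0, 2mM CaCl2, 2mM beta-mercaptoethanol, 0.05% CHAPS; 25nM Ub-CHOP2 plus 25nM reporter substrate added, fluorescence (Ex485/Em531) read after 60min.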
KCNH2 WT inh = KCNH2 (human, wildtype) channel inhibition; Q12809; U2OS, BacMam KCNH2, thallium flux FluxOr; hits give low values; activity change, % at 1.84 µM; 0.37% of 340,000 active; AID 720551;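 active = maximum activity change below -70%; inconclusive = maximum activity change between -70% and -50%; inactive = maximum activity change above -50%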; note: % is set by controls: 0 for no effect and ±100 for the full control effect
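U2OS cells transduced with wild-type KCNH2 virus are loaded with FluxOr dye for 45 min, and thallium flux is measured in kinetic reads before and after stimulation buffer. Rate constants are normalized to DMSO controls.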
TRPV1 ag = agonists of human vanilloid receptor 1 (TRPV1) | Q8NER1 | TRPV1-expressing cells, Fluo-8 calcium influx, agonist mode | activation, % at 8.33 µM | 0.19% of 320,000 active; in the data active = activation above about 80%; inconclusive = between about 30% and that limit; note: 0% is about no effect
Target sequence (Q8NER1 whole entry, looked up): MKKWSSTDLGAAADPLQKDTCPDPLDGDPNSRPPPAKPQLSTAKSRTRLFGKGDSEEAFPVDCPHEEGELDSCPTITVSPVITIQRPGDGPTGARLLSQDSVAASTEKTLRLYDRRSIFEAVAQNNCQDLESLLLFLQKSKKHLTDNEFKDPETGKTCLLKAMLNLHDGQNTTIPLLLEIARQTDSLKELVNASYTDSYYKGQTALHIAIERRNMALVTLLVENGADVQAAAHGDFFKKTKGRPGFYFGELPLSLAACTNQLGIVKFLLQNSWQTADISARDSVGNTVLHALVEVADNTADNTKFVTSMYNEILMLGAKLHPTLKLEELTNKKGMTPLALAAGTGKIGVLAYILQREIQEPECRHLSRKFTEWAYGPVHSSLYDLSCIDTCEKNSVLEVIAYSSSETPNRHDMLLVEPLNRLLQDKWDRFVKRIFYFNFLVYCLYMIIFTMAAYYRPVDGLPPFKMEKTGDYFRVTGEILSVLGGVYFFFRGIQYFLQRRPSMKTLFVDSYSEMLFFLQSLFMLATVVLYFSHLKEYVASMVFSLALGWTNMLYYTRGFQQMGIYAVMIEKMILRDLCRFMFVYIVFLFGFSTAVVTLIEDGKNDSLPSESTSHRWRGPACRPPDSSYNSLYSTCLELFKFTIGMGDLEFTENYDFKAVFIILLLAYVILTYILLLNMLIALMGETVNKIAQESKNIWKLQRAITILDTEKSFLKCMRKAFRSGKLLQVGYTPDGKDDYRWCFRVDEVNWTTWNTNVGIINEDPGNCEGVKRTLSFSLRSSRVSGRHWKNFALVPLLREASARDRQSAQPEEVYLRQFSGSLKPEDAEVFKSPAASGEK
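Fluo-8 calcium influx in TRPV1-expressing cells, kinetic read (ex 480/em 520 nm). Compound added and read 3 min for agonist activity, followed by capsaicin at EC20 final and 2 min further read for enhancement.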
CXXC DNA block = blocks binding of human MLL CXXC domain to DNA. Q03164. Potency, µM (titrated, usually from 115 µM), without a hit: at the top dose activity change, negative = inhibition, actives largely listed as inhibitors. 0.037% of 290,000 active. AID 2662. MLL-CXXC / FITC-HOXA9 DNA fluorescence polarization; active = well fitted inhibition curve with a large enough effect in the polarisation, with a control signal flat, not every such curve was filed as active; inconclusive = small, poorly fitted or top-dose-only effect, or effect the other way, or a change in a side signal; inactive = no such curve, though single readings can be large or run the other way; the % refers to the polarisation; note: potency is the fitted concentration of half-maximal effect
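Steps: dispense CXXC domain solution (7 uM) → pin compounds or unlabeled HOX-A9 DNA control → 5 min ambient → add FLSN-HOX-A9 solution (50 nM) → spin → 30 min ambient → fluorescence polarization. Tris pH 7.5/NaCl/DTT/BSA buffer.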
Giardia killer = Giardia lamblia killing; AID 540267; activity change, % at 7.66 µM, hits read low; Giardia lamblia trophozoite viability; 0.15% of 340,000 active; in the data active = activity change below about -80%; inconclusive = between about -30% and that limit;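 note: parasites exposed to compound for two days anaerobically before the ATP read; % is set by controls: 0 for no effect and ±100 for the full control effect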
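Trophozoite viability was measured as ATP-dependent luminescence, read 15-30 min after reagent addition. Before that, parasites at 100 cells/well were exposed to compounds for 48 h, anaerobically, at 37 deg C.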
KCNH2 3.1 block = blocks the human KCNH2 3.1 channel isoform. 0.95% of 340,000 active. U2OS KCNH2 3.1, thallium flux FluxOr; hits give low values. activity change, % (tested at about 1.8 µM);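 active = maximum activity change below -70%; inconclusive = maximum activity change from -70% to -50%; inactive = maximum activity change above -50%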;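 note: thallium influx rate constant from kinetic fluorescence after stimulation buffer; % is set by controls: 0 for no effect and ±100 for the full control effect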
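Steps: virus added to U2OS suspension (4 h, RT, dark); medium with 10% FBS added, cells plated, 37 C overnight; FluxOr/Red40 loading buffer 45 min RT; stimulation buffer, 2 min kinetic read; rate constant normalized.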
B2AR arrestin = recruits beta-arrestin to the human beta2-adrenergic receptor; P07550; beta-arrestin recruitment to beta2AR, cell-based reporter; Potency, µM (series often up to 46.1 µM), without a hit: at the top dose activation, actives largely listed as activators; 0.02% of 330,000 active; AID 492947;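 note: potency is the fitted concentration of half-maximal effect; 0% = DMSO controls and full agonism = EC100 isoproterenol or metaproterenol; nearly all actives have a fitted effect of over 65% in size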
FBPA coupling cs = inhibits coupling enzyme system, counter-screen for aldolase hits; 0.67% of 290,000 active; activity change, negative = inhibition, % at 58.2 µM, hits read low; coupling enzyme system counterscreen, AmpLite Red fluorescence; in the data active = activity change below about -30%; note: % is set by controls: 0 for no effect and ±100 for the full control effect
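Final compound at 57.5 uM, incubated 10 min at RT with coupling enzyme reagent (glyceraldehyde-3-phosphate), then 20 min with substrate and AmpLite Red detection. Fluorescence read at 525/598 nm; tests interference with the coupling assay, not aldolase inhibition.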
GALK inhibitor = blocks human galactokinase activity; P51570; Purified GALK, Kinase-Glo residual ATP luminescence; Potency, µM (highest dose often 57.5 µM), without a hit: at the top dose activity change, negative = inhibition, usual class: inhibitors; 0.007% of 270,000 active; AID 1868; note: potency is the fitted concentration of half-maximal effect; % is set by controls: 0 for no effect and ±100 for the full control effect
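Galactose (100 uM) and ATP (35 uM) were turned over by 5 nM GALK for 1 h at RT. Kinase-Glo Plus then converted the remaining ATP into a luminescent signal.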
PKM2 activator = PKM2 (human) enzyme activation | AID 1631 | P14618 | purified PKM2, Kinase-Glo ATP luminescence, activation; response scale: 0% is enzyme alone, no compound | 0.34% of 260,000 active | Potency, µM (series often up to 57.5 µM), for the others: top-dose activation, most hits filed as activators; note: potency is the fitted concentration of half-maximal effect; % is set by controls: 0 for no effect and ±100 for the full control effect; nearly all actives have a fitted effect of over 55% in size
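Purified hPK-M2 (>95%) run at intermediate activity with 0.1 mM ADP and 0.5 mM PEP in 50 mM imidazole pH 7.2, KCl, MgCl2; 1 h room temperature. ATP formed read by Kinase-Glo luminescence; normalized to uninhibited and no-enzyme controls.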
Menin-MLL TR inh = menin-MLL binding inhibition, Texas Red mutant peptide; O00255; Menin + Texas Red MLL mutant peptide, fluorescence polarization; Potency, µM (doses to about 61.6 µM), inactives show at the highest dose FP activity change, negative = inhibition, most hits filed as inhibitors; 0.23% of 270,000 active; active = well fitted inhibition curve with a large enough effect in the polarisation, with a control signal flat, not every such curve was filed as active; inconclusive = small, poorly fitted or top-dose-only effect, or effect the other way, or a change in a side signal; inactive = no such curve, though single readings can be large or run the other way; the % refers to the polarisation; note: potency is the fitted concentration of half-maximal effect; % of control where 0% means no effect; many of its hits are not listed in these tables
Starred values were filed as active, the others as inactive; u = inconclusive; x = no result given; [ ] = another dose, or the depositor's remark. Unless noted, calls come from the whole dose curve; as a rule, active = well fitted curve in the direction sought with a large enough effect; inconclusive = small, poorly fitted or top-dose-only effect, or another doubt; inactive = no such curve, though single readings can be large; an effect the other way counts as inactive or inconclusive.

No.	molecule	USP2a inh	KCNH2 WT inh	TRPV1 ag	CXXC DNA block	Giardia killer	KCNH2 3.1 block	B2AR arrestin	FBPA coupling cs	GALK inhibitor	PKM2 activator	Menin-MLL TR inh
1	COc1ccccc1-n1c([S-])c(C(=O)Nc2ccccc2C(F)(F)F)[n+]2ccc(C(=O)NCCO)cc12	-1%	2	-3	25%	-1	27	0.5%	-1	6%	18%	7%
2	CCn1cc(/C=C(\NC(=O)c2ccccc2)C(=O)NCCCN2CCOCC2)c2ccccc21	4%	-5	-2	-4%	-16	25	0.2%	x	-2%	x	x
3	Cc1ccccc1-n1nc2c(c1NC(=O)c1cccc(F)c1)CS(=O)C2 (stereo not given)	-1%	1	-3	-4%	10	1	0.0%	1	3%	0%	0%
4	C=CCNC(=O)NC(=O)COC(=O)/C(C#N)=C/c1cc(C)n(CCC(C)C)c1C	0%	3	15	-11%	12	-10	0.3%	3	4%	-6%	-24%
5	Cc1sc(NC(=O)c2ccco2)c(C(c2cccnc2)N2CCC(C)CC2)c1C (stereo not given)	4%	-1	11	12%	6	-10	0.1%	1	-2%	-1%	x
6	COc1ccccc1Nc1nc(C)nc2c1oc1ccccc12	6%	0	u	9%	1	-3	-1.0%	1	4%	x	0%
7	COc1ccc(C(CC(=O)N2CCCC2)C(C)C)cc1 (stereo not given)	2%	13	6	-6%	3	2	0.3%	0	-4%	x	u
8	O=C(Nc1ccc(C(=O)O)cc1)/C(=C\c1ccccc1)NC(=O)c1ccccc1	3%	-8	2	-11%	7	-10	-0.2%	3	1%	0%	19%
9	Cc1ccc(NC(=O)NCc2ccc3[nH]c(C)cc3c2)cc1	-1%	5	9	-2%	1	3	-1.6%	-6	-2%	3%	u
10	CC(=O)NC(Cc1cccc(F)c1)C(=O)NC1CCN(C(=O)c2ccc(C)cc2)CC1 (stereo not given)	-4%	5	0	2%	6	5	0.3%	1	1%	-1%	2%
11	Cc1cc(C)n(CCC(=O)N2CCc3ccccc32)n1	-2%	6	-3	1%	-14	3	0.0%	-2	0%	x	2%
12	COc1ccc(NC(=O)N2CCCc3ccccc32)cc1OC	0%	u	-2	4%	11	9	0.1%	1	2%	-4%	14%
13	CNC(=S)Nc1cccc(C(C)=O)c1	4%	12	0	21%	-16	9	-0.3%	1	-1%	6%	5%
14	O=C(NCCO)c1ccc2[nH]c3c(c2c1)CCCC3	4%	-3	-2	10%	6	-3	-1.0%	-1	2%	0%	5%
15	CC(=O)OCC1=C(C(=O)O)N2C(=O)C(NC(=O)C(C)Cn3nc(C)c(Cl)c3C)C2SC1 (stereo not given)	2%	-1	3	9%	14	-6	-0.3%	0	1%	16%	-5%
16	O=C(CSCc1ccccc1)NC1CCSC1=O (stereo not given)	0%	-15	1	11%	12	-9	-1.4%	0	1%	4%	27%
17	CCOCCn1c(N(C)Cc2ccccc2)nc2c1c(=O)[nH]c(=O)n2C	3%	2	-3	0%	21	-23	0.3%	0	-5%	-2%	4%
18	C=CCn1cc(/C=C/c2cc[n+](C)cc2)c2ccccc21	u	-18	13	u	15	21	-1.0%	-20	-3%	-4%	-7%
19	O=C(N/N=C/c1ccco1)C1CC1c1ccccc1 (stereo not given)	0%	-4	7	0%	4	2	0.4%	3	-2%	0%	8%
20	O=C(Nc1ccc(S(=O)(=O)Nc2ncccn2)cc1)C1=COCCO1	-3%	3	-1	x	-8	-17	-0.6%	x	x	x	x
21	Cc1ccc(NC(=O)c2ccc(CN3CCc4ccccc4C3)cc2)cc1	-2%	35	u	4%	10	-32	0.2%	1	-2%	1%	20%
22	CCC(C)(C)NS(=O)(=O)c1cc(CN2C(=O)c3cccnc3C2=O)ccc1OC	3%	2	0	5%	3	31	0.1%	3	-2%	x	1%
23	O=C(CCNC(=O)c1ccco1)Nc1ccc(N2CCOCC2)cc1	-2%	-24	0	5%	8	-1	0.0%	2	0%	-16%	-1%
24	CCN1CCN(C(=O)C2CCCN(c3ncnc4c3nc3n4CCCCC3)C2)CC1 (stereo not given)	0%	-9	u	u	13	15	0.1%	x	7%	x	x
25	O=C(CSc1nc2c(c(=O)[nH]1)CCC2)Nc1ccc(F)cc1	1%	3	0	-4%	2	-3	0.2%	4	1%	x	x
26	CCCCN(C(=O)c1ccc(OC(F)(F)F)cc1)c1c(N)n(CCC)c(=O)[nH]c1=O	3%	-1	4	1%	23	2	0.0%	-9	-1%	1%	-21%
27	COc1ccc(C/C(N)=N/n2cnnc2)cc1Cl	2%	-6	2	-4%	16	7	-0.4%	2	0%	-3%	15%
28	COc1ccc(S(=O)(=O)Nc2ccccc2C(=O)Nc2nc(-c3ccc(F)cc3)cs2)cc1OC	-2%	-6	2	-8%	30	-20	-0.3%	2	-12%	-1%	u
29	N#Cc1ccc(-n2nccc2-c2cnc3n(c2=O)CCS3)cc1	1%	-6	1	-10%	-9	-8	-2.3%	3	-2%	0%	0%
30	CC(CCc1ccccc1)NC(=O)CN1CCN(Cc2ccc(Cl)cc2)C1=O (stereo not given)	4%	0	0	15%	-3	5	-0.7%	6	1%	5%	8%
31	COC(=O)c1cc(=O)nc2sc(-c3ccccc3)nn12	0%	5	0	-7%	7	-8	-0.5%	-2	0%	0%	-5%
32	Cc1ccc(C)c(N/N=C2\CCCNC2=O)c1	-1%	8	7	3%	-8	15	-0.7%	2	1%	4%	9%
33	COc1cccc(N2CCN(C(=O)CN(c3cc(C)cc(C)c3)S(=O)(=O)c3c(C)noc3C)CC2)c1	0%	-22	2	-1%	8	-8	-0.9%	x	0%	x	x
34	O=C(Nc1ccc(S(=O)(=O)Nc2ncccn2)cc1)c1nn(Cc2ccccc2)c(=O)c2ccccc12	1%	-3	4	-19%	6	-2	-0.1%	7	0%	-14%	x
35	COc1ccc(C(=O)N2CCN(S(=O)(=O)c3ccc(Cl)cc3)CC2)cc1OC	2%	6	4	6%	7	8	0.4%	0	1%	1%	x
36	COc1ccc(-c2nc(CN3CCN(c4ncccn4)CC3)c(C)o2)cc1C	-1%	-2	0	7%	-7	-9	-0.1%	3	7%	1%	-1%
37	C/C(=N/O)c1no[n+]([O-])c1/C(C)=N\O	2%	1	-1	-10%	-9	-8	-0.1%	-2	3%	-3%	x
38	CN(C)c1ccc(C(=S)N2CCN(S(=O)(=O)c3ccccc3)CC2)cc1	0%	9	2	6%	-28	2	0.2%	1	2%	-3%	35%[activator]
39	Cc1ccc2cccc(OCC(=O)c3cc(C)n(Cc4ccco4)c3C)c2n1	-2%	x	2	8%	x	x	-0.3%	-16	-1%	28%	3%
40	COc1cccc(-c2cc(C(=O)Nc3ccc([N+](=O)[O-])cn3)c3ccccc3n2)c1	1%	-20	22	14%	-7	-12	-2.9%	-2	x	-3%	12%
41	COc1ccc(O)c(/C=N/NC(=O)CCC(=O)Nc2cccc(C)c2)c1	1%	-4	0	6%	-15	1	0.6%	-3	x	x	24%
42	CC1(C2(O)CC(c3ccccc3)ON2)CCCCC1 (stereo not given)	0%	x	1	-10%	x	x	0.3%	1	2%	-5%	-8%
43	O=C(CCc1ccccc1)Nc1nc2n(n1)C(c1ccccc1)CC(=O)N2 (stereo not given)	1%	-1	3	-9%	12	5	0.2%	8	4%	-15%	6%
44	CCOc1ccc(C(C(=O)NC2CCCC2)N(Cc2ccccc2)C(=O)c2nsc(Cl)c2Cl)cc1 (stereo not given)	0%	-1	21	u	1	-15	-0.1%	-3	-2%	-1%	-13%
45	O=C(NCc1ccon1)C1CCC(=O)N(Cc2cccc(C(F)(F)F)c2)C1 (stereo not given)	1%	0	-7	42%[activator]	-19	-17	1.1%	0	-4%	x	7%

Some of the compounds tested; the hit share may differ from the screen's.
